L major viab = Leishmania major promastigote growth inhibition. Leishmania major promastigotes, resazurin fluorescence viability. 9% of 200,000 active. inhibition, % at 10 µM; in the data active = inhibition above about 50%;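 also: promastigotes grown with compound for 44 hours at 28 °C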
PPARg SRC2 recr = agonists of SRC-2 recruitment by human PPARgamma. P37231. PPARgamma LBD-SRC-2 recruitment, biochemical. activation, % at 8 µM. 0.34% of 200,000 active. AID 1032; in the data active = activation above about 22%;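 also: 0% = vehicle and 100% = reference agonist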
Target sequence (P37231 whole entry, looked up, the tested form may be a part): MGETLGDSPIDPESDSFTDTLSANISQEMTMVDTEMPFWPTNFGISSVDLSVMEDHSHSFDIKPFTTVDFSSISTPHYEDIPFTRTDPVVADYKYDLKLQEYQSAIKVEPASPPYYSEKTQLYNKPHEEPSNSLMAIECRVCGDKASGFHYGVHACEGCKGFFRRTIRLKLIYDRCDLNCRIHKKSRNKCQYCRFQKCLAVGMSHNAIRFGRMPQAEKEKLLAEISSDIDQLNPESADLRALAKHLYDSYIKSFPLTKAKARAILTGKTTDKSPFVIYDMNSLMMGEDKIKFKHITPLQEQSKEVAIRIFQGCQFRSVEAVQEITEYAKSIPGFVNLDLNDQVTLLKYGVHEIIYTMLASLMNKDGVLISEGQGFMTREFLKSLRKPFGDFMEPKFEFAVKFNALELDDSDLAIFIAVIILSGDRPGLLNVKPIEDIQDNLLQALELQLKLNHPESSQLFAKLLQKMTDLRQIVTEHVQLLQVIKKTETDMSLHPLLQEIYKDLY
DTT redox prof = compounds producing H2O2 with reducing agent – biochemical, NIH compound library profiling, artefact control for MLSCN library redox annotation, primary screen | activation, % at 10 µM | AID 878 | 0.03% of 200,000 active | DTT-dependent redox cycling H2O2, phenol red/HRP absorbance; 100% = 100 µM peroxide control, 0% = buffer;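 active = activation of at least 50% relative to the plate's high and low controls in the primary single-dose screen; inactive = activation below 50%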;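 also: compound incubated with DTT at 0.8 mM final as the reducing agent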
ROMK primary = modulators of human ROMK potassium channel; 2% of 130,000 active; Tet-inducible ROMK, thallium flux fluorescence; actives lie on both sides; AID 1918; P48048; B-score at 10 µM;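 active = signal ratio slope over the read window, or its plate-corrected B-score, at least 3 SD from the plate mean, either direction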;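 also: B-score of the F/F0 ratio slope over 7 to 12 s after thallium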
bIAP inh = intestinal alkaline phosphatase (bovine) inhibition | 190,000 tested, under 10 active | inhibition, % at 20 µM | purified bovine IAP, CDP-star luminescence, 30 min;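 active = over 50% inhibition of intestinal alkaline phosphatase at 20 µM in the single-dose screen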
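Incubation: 30 min reaction at room temperature / Material: purified bovine intestinal alkaline phosphatase (IAP) enzyme / Input: enzyme at 1/65,000,000 dilution / Dosing: 20 µM single dose / Signal: CDP-star luminescence signal / Reagent: CDP-star chemiluminescent phosphatase substrate, 30 µM final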
PPARg SRC1 recr = promotes SRC-1 coactivator recruitment by human PPARgamma | P37231 | PPARgamma-SRC-1 coactivator recruitment biochemical assay | activation, % at 8 µM | 0.41% of 200,000 active; in the data active = activation above about 19%;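 also: 0% = DMSO and 100% = reference agonist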
TLR4-MyD88 BLA = TLR4-MyD88 interaction inhibition in cells. O00206+Q99836. HeLa CL3-4 TLR4/MyD88 BLA complementation, FRET ratio. inhibition, % at 8.4 µM. 0.18% of 200,000 active. AID 861; in the data active = inhibition above about 25%;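 also: 0% = vehicle and 100% = reference inhibitor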
PPARg SRC3 recr = agonists of human PPARgamma SRC-3 coactivator recruitment | biochemical PPARgamma/SRC-3 coactivator recruitment assay | activation, % at 8 µM | 0.26% of 200,000 active | AID 731; in the data active = activation above about 23%;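 also: 0% = DMSO and 100% = reference agonist; some compounds past the cut are filed as inactive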
S1P3 antagonist = blocks the human S1P3 receptor | CHO S1P3 NFAT-BLA reporter, FRET fluorescence, antagonist mode | Q99500 | 0.27% of 170,000 active | AID 485 | inhibition, % at 4.98 µM;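 active = inhibition above the plate cutoff, the mean inhibition of test wells on that plate plus 3 SD, cut at about 28% in these data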;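 also: cells challenged with S1P at its EC80 of 0.8 µM; blue over green emission ratio from cleaved BLA substrate after 4 h stimulation; 0% = S1P-stimulated wells and 100% = unstimulated DMSO-only wells; some compounds past the cut are filed as inactive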
Target sequence (Q99500 whole entry, looked up): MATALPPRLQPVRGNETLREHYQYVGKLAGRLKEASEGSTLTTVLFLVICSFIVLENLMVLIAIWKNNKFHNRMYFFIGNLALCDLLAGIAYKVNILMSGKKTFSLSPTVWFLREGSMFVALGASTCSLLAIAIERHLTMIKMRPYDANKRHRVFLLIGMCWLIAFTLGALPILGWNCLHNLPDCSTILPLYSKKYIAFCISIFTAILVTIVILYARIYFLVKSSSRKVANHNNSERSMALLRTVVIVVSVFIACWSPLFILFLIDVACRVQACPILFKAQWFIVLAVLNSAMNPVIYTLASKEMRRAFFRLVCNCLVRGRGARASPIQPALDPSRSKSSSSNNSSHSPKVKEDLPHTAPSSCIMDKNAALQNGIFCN
bIAP activator = intestinal alkaline phosphatase (bovine) activation; 0.17% of 200,000 active; activation factor at 20 µM; purified bovine IAP, CDP-star luminescence, 30 min; hits give high values; fold of DMSO-control signal, blank-subtracted;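 active = activation factor of 2 or more at 20 µM, a signal rise over negative controls twice the positive control's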
SRC2 TRFRET art = flags TR-FRET format artefacts in PPARgamma SRC-2 recruitment agonist screen; TR-FRET ratio at 8 µM; 0.4% of 200,000 active; TR-FRET artefact counter-screen; hits give high values; in the data active = TR-FRET ratio above about 2000; also: inactives centre near 1500; reference of the scale not given here
An asterisk follows results filed as active; nt = not tested or not shown.

SMILES | L major viab | PPARg SRC2 recr | DTT redox prof | ROMK primary | bIAP inh | PPARg SRC1 recr | TLR4-MyD88 BLA | PPARg SRC3 recr | S1P3 antagonist | bIAP activator | SRC2 TRFRET art
Cc1c(C(=O)NCc2ccco2)cccc1[N+](=O)[O-] | -5 | 6 | -0.1 | 0.36 | 16 | 3 | 1 | -2 | -13 | 0.8 | 1365
CCOC(=O)Nc1cccc(Cl)c1C | -6 | -6 | 0.9 | nt | 6 | -1 | 1 | -9 | -6 | 0.9 | 1463
Cc1cccc(CN2CCN(c3nc4nonc4nc3NC3CC3)CC2=O)c1 | 0 | 14 | -0.7 | 0.61 | 0 | 3 | -13 | 3 | 0 | 1 | 1451
CCn1c(SCC(=O)Nc2cc(OC)ccc2OC)nnc1C1CCCCC1 | -1 | 2 | 3.3 | nt | -12 | 8 | -5 | -10 | -2 | 1.1 | 1613
COCC(=O)N(C)C1(c2nnnn2CCOC(=O)Nc2ccc(Cl)cc2)CCCC1 | -8 | -12 | 1.5 | -0.24 | 7 | 0 | -2 | 0 | 11 | 0.9 | 1428
COc1ccc(C2(CNC(=O)c3ccc(OC)c([N+](=O)[O-])c3)CCOCC2)cc1OC | 13 | 5 | 2.4 | -0.0023 | 2 | 3 | -10 | 1 | nt | 1 | 1484
O=C1NC(Cc2c[nH]c3ccccc23)C(=O)N1Cc1cccc2ccccc12 (stereo not drawn) | 34 | 0 | 0.6 | nt | 11 | 2 | -10 | 4 | -8 | 0.9 | 1410
O=C(O)CCn1c(SCc2cc(=O)n3ccccc3n2)nc2ccsc2c1=O | -1 | 5 | -0.9 | nt | -4 | 7 | 2 | 3 | 3 | 1 | 1471
CCOC(=O)c1ccc(NC(=O)CSc2nnc(Cn3c(=O)sc4ccccc43)n2C)cc1 | -5 | 3 | -0.3 | nt | 10 | 1 | -4 | 4 | -2 | 0.9 | 1664
COc1ccccc1-c1c(C)nn2c(N3CCN(Cc4ccccc4)CC3)cc(C)nc12 | 33 | 1 | -0.9 | nt | -16 | -2 | 12 | 5 | nt | 1.2 | 1463
COc1ccccc1NS(=O)(=O)c1cccc(C(=O)N/N=C/c2ccc(NC(C)=O)cc2)c1 | 4 | -3 | -0.7 | -0.044 | -2 | -1 | -1 | -3 | -7 | 1 | 1340
O=C(Nc1ccc(N2CCOCC2)cc1)c1cc2c(s1)CCCC2 | 0 | 1 | -0.1 | 0.041 | 14 | 6 | -18 | 3 | 18 | 0.9 | 1719
O=C(CSc1nnc(-c2ccc(F)cc2)o1)c1ccc2c(c1)OCCO2 | -4 | 5 | 1.0 | 1.1 | 1 | 16 | 7 | -10 | -59 | 1 | 1453
CCOC(=O)Nc1sc2c(c1C(=O)OCC)CCC2 | 3 | 3 | 0.3 | -0.99 | 6 | 3 | 6 | 2 | nt | 0.9 | 1456
CCc1ccccc1NC(=O)CC(O)(C(=O)OC)C(F)(F)F (stereo not drawn) | -1 | 11 | 0.1 | 0.46 | 13 | 2 | -4 | 14 | -7 | 0.9 | 1530
CCCN(CCC)CCNC(=O)C(NS(=O)(=O)c1ccc2c(c1)CCC(=O)N2)c1ccccc1 (stereo not drawn) | -3 | 0 | 3.2 | nt | -5 | 0 | -8 | -7 | 7 | 1 | 1496
N#Cc1nc(Cc2ccccc2)oc1NCCN1CCOCC1 | 6 | 3 | -0.6 | 0.19 | 2 | 2 | 0 | 5 | -51 | 1 | 1546
CCCn1c(C)cc(=O)c2cc(NC(=O)c3ccccn3)ccc21 | 40 | -2 | 1.3 | nt | -1 | -2 | -3 | 1 | 1 | 1 | 1672
CCn1c(=O)c(C(=O)NNS(=O)(=O)c2ccc(Cl)cc2)c(O)c2ccccc21 | -7 | -5 | 0.6 | nt | 42 | -1 | 12 | -6 | -9 | 0.6 | 1366
COc1cc(/C=N/Nc2nc3ccccc3[nH]c2=O)ccc1O | 22 | 6 | -2.2 | 2.3 | 5 | 4 | 8 | 6 | 3 | 1 | 1776
CCN(CC)c1nc(C#N)cc(-c2ccc(OC)cc2)n1 | 13 | 0 | 1.4 | -0.0082 | 6 | 6 | 0 | -5 | 26 | 0.9 | 1379
Cc1ccn2c(NC3CCCCC3)c(C)nc2c1 | 1 | -3 | 0.0 | nt | 3 | -5 | 5 | 5 | -30 | 1 | 1508
Cc1cc(Nc2ccc3ccccc3c2)n2ncnc2n1 | 1 | -1 | -0.6 | -0.37 | -22 | 12 | 11 | 6 | nt | 1.2 | 1708
O=C(Nc1cccc2c1C(=O)NC2=O)c1ccc(S(=O)(=O)N2CCCC2)cc1 | -2 | -4 | 0.8 | nt | 10 | 0 | 22 | -14 | 11 | 0.9 | 1551
Cc1cc(=O)[nH]c(N/N=C/c2cccs2)n1 | 20 | 2 | 0.2 | nt | -32 | 10 | -18 | 2 | 16 | 1.3 | 1681

Eight compounds out of the list, arranged by number of heavy atoms, rising:
SMILES | L major viab | PPARg SRC2 recr | DTT redox prof | ROMK primary | bIAP inh | PPARg SRC1 recr | TLR4-MyD88 BLA | PPARg SRC3 recr | S1P3 antagonist | bIAP activator | SRC2 TRFRET art
Cc1c(C(=O)NCc2ccco2)cccc1[N+](=O)[O-] | -5 | 6 | -0.1 | 0.36 | 16 | 3 | 1 | -2 | -13 | 0.8 | 1365
CCc1ccccc1NC(=O)CC(O)(C(=O)OC)C(F)(F)F (stereo not drawn) | -1 | 11 | 0.1 | 0.46 | 13 | 2 | -4 | 14 | -7 | 0.9 | 1530
N#Cc1nc(Cc2ccccc2)oc1NCCN1CCOCC1 | 6 | 3 | -0.6 | 0.19 | 2 | 2 | 0 | 5 | -51 | 1 | 1546
O=C(Nc1ccc(N2CCOCC2)cc1)c1cc2c(s1)CCCC2 | 0 | 1 | -0.1 | 0.041 | 14 | 6 | -18 | 3 | 18 | 0.9 | 1719
O=C1NC(Cc2c[nH]c3ccccc23)C(=O)N1Cc1cccc2ccccc12 (stereo not drawn) | 34 | 0 | 0.6 | nt | 11 | 2 | -10 | 4 | -8 | 0.9 | 1410
COc1ccc(C2(CNC(=O)c3ccc(OC)c([N+](=O)[O-])c3)CCOCC2)cc1OC | 13 | 5 | 2.4 | -0.0023 | 2 | 3 | -10 | 1 | nt | 1 | 1484
COc1ccccc1-c1c(C)nn2c(N3CCN(Cc4ccccc4)CC3)cc(C)nc12 | 33 | 1 | -0.9 | nt | -16 | -2 | 12 | 5 | nt | 1.2 | 1463
CCCN(CCC)CCNC(=O)C(NS(=O)(=O)c1ccc2c(c1)CCC(=O)N2)c1ccccc1 (stereo not drawn) | -3 | 0 | 3.2 | nt | -5 | 0 | -8 | -7 | 7 | 1 | 1496

Following part:
SMILES | L major viab | PPARg SRC2 recr | DTT redox prof | ROMK primary | bIAP inh | PPARg SRC1 recr | TLR4-MyD88 BLA | PPARg SRC3 recr | S1P3 antagonist | bIAP activator | SRC2 TRFRET art
Cc1cccc(N2CCc3c2nc2ccc(Br)cc2c3N)c1 | 100* | 15 | 0.9 | -0.68 | 7 | -3 | 6 | 17 | nt | 0.9 | 1552
C=CCn1c(SCC(=O)Nc2sccc2C#N)nc2sc(C)c(C)c2c1=O | -3 | 10 | 0.6 | 0.81 | 5 | 8 | -14 | 5 | nt | 1 | 1685
CCOC(=O)Cn1c2ccccc2n2nc(CCC(=O)O)c(=O)nc12 | -6 | 8 | 0.9 | nt | 4 | 5 | -13 | 7 | -11 | 1 | 1611
COc1ccc(-c2c(C#N)c(C)nc3c2C(=O)c2ccccc2-3)cc1 | 3 | -2 | 2.7 | nt | 5 | 24* | 7 | -14 | nt | 0.9 | 1442
O=C(CCC(NC(=O)OCc1ccccc1)C(=O)OCc1ccccc1)NCC(=O)OCc1ccccc1 (stereo not drawn) | -7 | 21 | 0.2 | 0.45 | 5 | 2 | 3 | -1 | -8 | 0.9 | 1832
Cc1ccc(Cn2c(-n3nc(C)cc3C)nc3c2c(=O)[nH]c(=O)n3C)cc1 | 9 | -5 | 0.6 | nt | 5 | 4 | -6 | 2 | -19 | 1 | 1671
CCN1C(=O)CC(C(=O)NC)SC1=Nc1cc(Cl)c(O)c(Cl)c1 (stereo not drawn) | -7 | 7 | 2.3 | nt | 10 | 2 | 7 | 4 | -11 | 0.9 | 1567
CCOc1ccccc1NS(=O)(=O)N(C)C | 4 | 1 | 0.1 | 0.48 | 3 | 1 | 11 | -7 | nt | 1 | 1374
CCCOc1ccc(N2C(=O)C3ON(c4ccccc4)C(CCC)C3C2=O)cc1 (stereo not drawn) | -8 | 3 | 0.4 | 1.7 | 4 | 8 | 3 | 12 | nt | 1 | 1543
O=C(CNC(=O)c1ccccc1)OC(C(=O)Nc1cc(C(F)(F)F)ccc1Cl)c1ccccc1 (stereo not drawn) | 4 | -6 | 1.7 | nt | 9 | 2 | -4 | -4 | nt | 0.9 | 1476
O=C(Nc1ccccc1OC(F)F)C1CCCN1C(=O)c1cccs1 (stereo not drawn) | 45 | 11 | nt | nt | 14 | -2 | -16 | 5 | 0 | 0.9 | 1644
NC(=O)COC(=O)c1oc2ccccc2c1CSc1ccc(Cl)cc1 | -4 | 7 | -0.2 | 0.13 | 19 | 1 | 2 | 3 | -26 | 0.8 | 1467
CC1CCCCN1C(=O)CSc1nnc(CSc2ncccn2)n1C (stereo not drawn) | -4 | -3 | -0.1 | nt | 2 | -5 | -4 | 1 | nt | 1 | 1690
CCOC(=O)c1sc2ncn(C(C)C(=O)OC)c(=O)c2c1C (stereo not drawn) | 1 | -4 | 0.2 | nt | 5 | -3 | -3 | -28 | -16 | 1 | 1615
O=C(CSc1nc(O)cc(=O)n1-c1ccccc1)Nc1ccc(Br)cn1 | 4 | -12 | 0.8 | 0.16 | -7 | 2 | 12 | -1 | -6 | 1.1 | 1394
C=C1C2(C(=O)Nc3nccs3)CCC(C2)C1(C)C (stereo not drawn) | 9 | -1 | -0.6 | -0.21 | 0 | -1 | -1 | -2 | nt | 1 | 1323
O=C(c1ccccc1)c1ccc(OCC(O)CN2CCN(S(=O)(=O)N3CCCCC3)CC2)cc1 (stereo not drawn) | 35 | 7 | 0.2 | -0.8 | 0 | 6 | 0 | -8 | nt | 1 | 1396
CCCOC(=O)c1c(NC(=O)c2cnn3c2NC(c2ccccc2)CC3C(F)(F)F)sc2c1CCCC2 (stereo not drawn) | 4 | 0 | 0.6 | nt | 4 | 5 | -8 | -4 | 6 | 1 | 1704
COc1ccc(NC(=O)CSc2nnc(NC(=O)CN3CCOCC3)s2)cc1 | -8 | 6 | -2.0 | 0.84 | 3 | 4 | 8 | 7 | 5 | 1 | 1536
O=c1[nH]c(SCc2ccccc2Cl)nc2c1CCCC2 | 8 | 8 | 1.9 | nt | 8 | -5 | 3 | -6 | nt | 0.9 | 1450
O=c1ccn(-c2cccc(C(F)(F)F)c2)nc1-c1ccn(-c2ccccc2F)n1 | 13 | 6 | 1.4 | nt | -6 | 2 | -3 | -1 | nt | 1.1 | 1531
CCN(CC)C(=O)Cn1cnc2c1c(=O)n(C)c(=O)n2C | -2 | -1 | 0.1 | -0.42 | 0 | 4 | 2 | 4 | nt | 1 | 1435
COc1ccc(C(=O)N/N=C/c2cc3ccccc3[nH]c2=S)cc1 | -14 | 9 | 0.0 | 1.2 | 6 | 6 | 11 | 4 | nt | 0.9 | 1550

Screens: PubChem, several laboratories
